# HCT116 PTEN-null: growth suppressors of cells with PTEN tumor suppressor deletion | 1.2% of 140,000 active | viability, % at 10 µM | AID 827 | HCT116 PTEN-null viability, CellTiter-Glo, 60 h; active compounds read low;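 active = viability at or below a set limit, 4 SD under the median of all tested compounds, cut at about 3.7% in these data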;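 note: PTEN knockout HCT116 line with beta catenin targeted HCT116 as companion control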
# MRP1 act: MRP-1 activation; H69AR cells + doxorubicin, viability rescue, CellTiter-Glo; viability increase, % at 10 µM; 0.61% of 140,000 active; AID 799;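 active = viability gain under doxorubicin at or above a set limit, the compound median plus 3 SD, cut at about 4.7% in these data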;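 note: MRP-1 overexpressing cells given doxorubicin 25 µM after compound pretreatment; 18-22 h compound pretreatment then 72 h with doxorubicin before readout; 0% = doxorubicin-only wells and 100% = vehicle-treated cells without doxorubicin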
# Yeast life ext: extends the lifespan of yeast. AID 775. inhibition of the nicotinamide effect, % at 10 µM. S. cerevisiae growth with nicotinamide, OD615; deaD strain in restrictive glucose medium. 0.68% of 130,000 active;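 active = inhibition above a set limit, placed 3 SD over the median of all compounds, cut at about 26% in these data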;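 note: 0% = nicotinamide-treated wells and 100% = cells grown without nicotinamide; some compounds called inactive have numbers as strong as hits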
#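 Test system: DeaD-strain S. cerevisiae / Buffer or medium: restrictive glucose medium / Also added: nicotinamide 1.5 mM / Doses: one concentration, 10 µM, DMSO 0.25% / Schedule: 48 h at 30 °C / Signal: OD615 measurement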
# Yeast growth inh: yeast BB579 growth reduction in restrictive medium; S. cerevisiae BB579 growth, OD615, 48 h; inhibition, % at 10 µM; 0.51% of 140,000 active;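 active = inhibition above a set limit, 3 SD over the mean compound inhibition, cut at about 44% in these data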; note: inactives centre near -24
#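 Detection: OD615 turbidity measurement; Material: Saccharomyces cerevisiae DeaD strain BB579, replicative lifespan model yeast; Timing: 48 h exposure, 30 °C; Doses: single 10 µM dose; Medium: CSMM-D restrictive synthetic medium containing dextrose (glucose); Controls: amphotericin B at 10 µg/mL as positive control.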
# GALR2 antag: blocks the human galanin receptor 2; O43603; GALR2-expressing cells, antagonist mode; inhibition, % at 4 µM; 0.39% of 140,000 active; AID 828; in the data active = inhibition above about 27%;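 note: cells stimulated with galanin 1-16 at roughly its EC80; 0% = agonist challenge control and 100% = basal control without agonist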
# Target sequence (O43603 whole entry, looked up): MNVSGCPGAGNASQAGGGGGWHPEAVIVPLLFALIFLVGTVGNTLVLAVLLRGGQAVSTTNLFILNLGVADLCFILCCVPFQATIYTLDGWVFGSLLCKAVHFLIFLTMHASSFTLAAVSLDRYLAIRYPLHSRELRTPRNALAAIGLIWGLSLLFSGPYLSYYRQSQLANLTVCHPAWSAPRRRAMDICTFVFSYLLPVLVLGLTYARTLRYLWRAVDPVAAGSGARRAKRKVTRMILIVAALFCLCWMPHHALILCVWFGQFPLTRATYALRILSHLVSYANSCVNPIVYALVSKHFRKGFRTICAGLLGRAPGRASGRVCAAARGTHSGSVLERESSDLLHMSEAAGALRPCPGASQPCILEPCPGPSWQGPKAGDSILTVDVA
# NPY Y2 blocker: NPY-Y2 (human) receptor antagonism; P49146; NPY-Y2 expressing cells, antagonist mode; inhibition, % at 2.7 µM; 0.99% of 140,000 active; in the data active = inhibition above about 17%;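 note: 0% = vehicle with agonist challenge and 100% = reference antagonist with challenge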
# Target sequence (P49146 whole entry, looked up): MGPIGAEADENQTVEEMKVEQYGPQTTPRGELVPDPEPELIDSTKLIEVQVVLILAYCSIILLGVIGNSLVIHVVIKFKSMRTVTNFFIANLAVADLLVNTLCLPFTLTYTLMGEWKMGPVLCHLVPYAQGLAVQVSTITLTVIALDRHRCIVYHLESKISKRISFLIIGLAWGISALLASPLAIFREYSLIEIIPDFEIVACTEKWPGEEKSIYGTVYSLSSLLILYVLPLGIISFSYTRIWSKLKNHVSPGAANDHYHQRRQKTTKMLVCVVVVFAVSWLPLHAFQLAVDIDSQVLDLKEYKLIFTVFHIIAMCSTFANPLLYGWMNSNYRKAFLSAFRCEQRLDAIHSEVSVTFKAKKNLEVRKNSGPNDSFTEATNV
# E-sel TNF inh: blocks E-selectin expression induced by TNF alpha; HUVEC TNFa-induced E-selectin immunofluorescence, high content; inhibition, % at 2 µM; 0.71% of 120,000 active; AID 1246;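 active = inhibition above the batch mean plus 3 SD, and confirmed as a hit on visual image review, cut at about 43% in these data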;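 note: 0% = TNF-stimulated DMSO wells and 100% = unstimulated control wells; not every result past the cut was called active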
# Phagocytosis inh: macrophage phagocytosis inhibition; J774A.1 macrophage IgG-bead phagocytosis, imaging; inhibition, % at 5 µM; 0.07% of 110,000 active;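 active = inhibition above the mean of the plate negative controls plus 5 SD, cut at about 13% in these data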;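 note: phagocytic index as fraction of beads internalized from green versus red external bead signal; plate controls were DMSO negative control for no effect and cytochalasin-D positive control for full effect; some results beyond the cut were filed as inactive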
# HCT116 bCat-KO: beta-catenin-lacking colon tumor cell growth suppression. HCT116 beta-catenin knockout viability, CellTiter-Glo, 60 h; active compounds read low. 1.5% of 140,000 active. viability, % at 10 µM;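 active = viability at or under a set limit, the compound median less 4 SD, cut at about 6% in these data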;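 note: 0% = Hyamine 1622 control at 20 µM and 100% = untreated cell control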
# Measles CPE: protection of cells from measles virus. Measles virus-infected cells, CPE protection, absorbance. protection (pct of control), % at 4 µM. 1.5% of 140,000 active. AID 841; in the data active = protection mostly above about 24%, no sharp cut-off; inactive = mostly below about 26%; note: some compounds called inactive have numbers as strong as hits
# Active calls of the source: *; x = no result given.
# Start of the listing, in advance (3 entries):
SMILES,HCT116 PTEN-null,MRP1 act,Yeast life ext,Yeast growth inh,GALR2 antag,NPY Y2 blocker,E-sel TNF inh,Phagocytosis inh,HCT116 bCat-KO,Measles CPE
O=C(Cn1cnc2c(nnn2Cc2ccccc2)c1=O)NCc1ccco1,99,-0.1,-11,-28,12,1,5,-2,101,3
Cc1cccn2c(=O)c(/C=C(\C#N)C(=O)NC3CCS(=O)(=O)C3)c(N3CCC(C)CC3)nc12 (stereo not given),58,-0.9,-4,-16,-19,3,x,-6,69,16
CS(=O)(=O)N(CC(=O)N1CCCCCC1)c1cccc(Br)c1,79,-0.4,-3,-31,5,0,x,1,90,10

# The whole of this part, from the start:
SMILES,HCT116 PTEN-null,MRP1 act,Yeast life ext,Yeast growth inh,GALR2 antag,NPY Y2 blocker,E-sel TNF inh,Phagocytosis inh,HCT116 bCat-KO,Measles CPE
O=C(Cn1cnc2c(nnn2Cc2ccccc2)c1=O)NCc1ccco1,99,-0.1,-11,-28,12,1,5,-2,101,3
Cc1cccn2c(=O)c(/C=C(\C#N)C(=O)NC3CCS(=O)(=O)C3)c(N3CCC(C)CC3)nc12 (stereo not given),58,-0.9,-4,-16,-19,3,x,-6,69,16
CS(=O)(=O)N(CC(=O)N1CCCCCC1)c1cccc(Br)c1,79,-0.4,-3,-31,5,0,x,1,90,10
CCOCCCNC(=O)C(C)NS(=O)(=O)c1ccc(C)cc1 (stereo not given),109,-0.8,-9,-13,1,0,2,-1,104,19
CCOc1ccc(-n2c(SCC(=O)Nc3nccs3)nc3c(c2=O)SCC3)cc1,91,-1.3,9,-25,6,2,-35,-1,90,36
CSc1ccc(-c2cc(=O)c3ccccc3o2)cc1,74,-1.6,-17,4,19,9,18,-1,80,10
COc1ccc(-c2cn3ccsc3n2)cc1,81,-2.4,-12,8,3,0,x,-3,82,0
C=CCSC1=C(C#N)C2(CCCCC2)C(C#N)C(=O)N1 (stereo not given),98,-2.7,-5,-7,4,4,x,-1,98,11
CC(=O)c1cc(F)c(N2CCCC2)cc1C,92,1.6,-4,10,-10,0,x,0,97,33
CC1Cc2ccccc2N1C(=O)c1ccc(N2CCCCC2)c([N+](=O)[O-])c1 (stereo not given),81,-1.9,-2,-24,4,2,12,-8,77,9
CC(=O)c1c(COC(=O)c2cccnc2)nc2ccccc2[n+]1[O-],84,-1.4,-8,-11,-6,0,40,-1,86,7
COc1ccc(-n2c(C)cc(C(=O)Cn3c(NCCO)nc4ccccc43)c2C)cc1,97,-1.7,-3,-51,-7,5,-16,-1,77,4
Cc1cccc(OCC2=N/C(=C\N(C)C)C(=O)O2)c1,94,-0.5,-11,-35,8,1,-6,-1,101,10
CCOC(=O)CSc1nsc(SCC(=O)OCC)c1C#N,93,-4.0,x,-42,-13,5,-2,x,86,11
CCOC(=O)NC1(Nc2ccc(C)cc2)Oc2ccccc2O1,77,-5.8,13,-42,-1,5,-3,-10,86,22
CC1CCN(CCCNC(=O)CCCNC(=O)Cn2cnc3sc4c(c3c2=O)CCCC4)CC1,106,-0.7,-5,-38,-8,0,13,0,84,1
CCN(CC)S(=O)(=O)c1cccc(NC(=O)C2SC(=Nc3ccc(C)cc3C)C(C(=O)NC(C)COC)=C2N)c1 (stereo not given),81,-5.2,-3,-43,-19,-1,-14,1,90,38
Cc1ccc(S(=O)(=O)N(C)C)cc1NC(=S)NC(C)CCCC(C)C (stereo not given),77,-4.5,1,26,-4,5,5,-4,75,11
Cc1cc(Cl)ccc1OCC(=O)OC(C)C(=O)NC(N)=O (stereo not given),102,-1.3,-3,-44,-15,6,-8,1,100,6
O=C1NC(=O)/C(=C\c2ccccc2Oc2ccc(F)c(F)c2)S1,93,-1.6,-4,-21,5,2,27,1,100,10
Cc1ccnc(NC(=S)NC(=O)/C=C/c2ccc(Cl)cc2)c1,92,-1.7,1,-26,-4,1,x,x,81,12
COCCn1c(=O)[nH]c2cc(C(=O)NCCCN3CCN(c4ccc(F)cc4)CC3)ccc2c1=O,83,0.8,-13,-36,5,0,0,x,90,3
COc1ccc(CCNC(=O)c2ccc(=O)[nH]n2)cc1OC,113,-0.3,18,-71,8,3,-19,1,102,18
CCOc1ccc(C(=O)c2cccs2)cc1,92,-1.3,-9,-43,18,2,x,0,86,13
Cc1ccccc1NC(=O)COC(=O)/C=C/c1cn(-c2ccccc2)nc1-c1cccnc1,90,-1.4,-6,-29,1,1,-20,1,100,5
CC1CCCC(C)N1C(=O)COc1ccc(-c2nnco2)cc1 (stereo not given),102,-1.4,-8,-5,0,1,-11,3,105,8
Cc1ccc(CSc2nc3c(cc2C#N)CCC3)cc1,95,-1.2,-2,-47,-9,-2,41,0,88,7
C=CCNC(=O)COC(=O)COc1ccc(Cl)cc1C,109,0.2,-5,-15,-5,4,9,0,99,58
N#Cc1ccc(NC(=O)CCc2ccc(S(=O)(=O)N3CCOCC3)cc2)cc1,92,-1.1,-9,-26,3,0,21,0,89,10
O=C(CSc1nnc(-c2ccc(O)cc2)n1Cc1ccco1)c1cccs1,61,-4.2,-17,-54,-5,2,x,3,62,4
COc1ccc(N2CCN(C(CNC(=O)OCc3ccccc3)c3ccco3)CC2)cc1 (stereo not given),67,-1.6,3,-8,-5,0,x,1,59,4
C=CCSc1nnc2c(n1)OC(c1ccccn1)N(C(C)=O)c1ccccc1-2 (stereo not given),108,-2.1,-2,-27,4,5,-6,0,95,22
CCn1c(SCC(=O)Nc2ccc3c(c2)OCCO3)nnc1-c1ccco1,99,-0.4,-2,-5,-3,3,-21,-2,99,4
Cc1ccc(SCCCn2cncn2)cc1,106,-0.9,-7,-79,-4,3,-35,0,106,4
C=C(C)CNC(=S)/N=c1\scc(C)n1CC,78,-2.2,x,-24,-3,0,-14,x,91,35
CC1CN(S(=O)(=O)c2cccc(C(=O)NN3CCN(C)CC3)c2)CC(C)O1 (stereo not given),90,-0.7,-2,-24,-15,1,x,-10,97,29
O=Cc1nc(-c2ccccc2Cl)n2ccccc12,97,0.1,-16,-21,-5,1,17,0,104,3
COc1ccc(N2CCN(C(c3cc4ccc(C)cc4[nH]c3=O)c3nnnn3C3CCCC3)CC2)cc1 (stereo not given),50,-0.3,-6,5,-8,1,-11,0,51,5
COC(=O)CNC(=O)C(Cc1c[nH]c2ccccc12)NC(=O)OC(C)(C)C (stereo not given),83,-0.6,-11,5,-8,0,x,x,84,3
Cc1nn(-c2ccccc2)c(Cl)c1C1C(C#N)=C(N)Oc2n[nH]c(C)c21 (stereo not given),15,-1.8,-4,-52,8,3,-33,-3,17,17
O=C(NC(=S)Nc1ccc(S(=O)(=O)N2CCCC2)cc1)C1CCC1,98,-1.4,-2,-36,-2,4,x,1,89,8
COc1cc(C2Nc3cccc4cccc(c34)N2)cc(OC)c1O,89,6.5*,7,-30,-6,-1,2,x,91,23
N/C(=N/OCc1cccc([N+](=O)[O-])c1)c1nonc1N,86,-0.9,-6,-24,-9,1,15,-2,84,2
CCOc1ccccc1NC(=O)C1CCN(S(=O)(=O)c2cccc3cccnc23)CC1,87,-4.3,-12,-2,x,x,x,0,85,0
COc1ccc(CN(CC2CCCO2)C(=O)CN2C(=O)C(C)Oc3ccc(C)cc32)cc1OC (stereo not given),74,-2.9,x,-26,5,2,-11,x,75,4
COc1cc(S(=O)(=O)N2CCN(C)CC2)c(OC)cc1Br,96,-3.3,-11,-29,6,3,x,-4,102,9
Cc1cnc(NC(=O)Cc2c[nH]c3ccccc23)s1,82,-4.2,-17,-4,33*,1,9,2,88,10
Cc1noc(C)c1C(=O)Nc1sc2c(c1C(N)=O)CCC2,98,-1.0,-13,-23,4,-2,14,6,93,6
Cc1c(C(=O)OCCN2CCCCC2)oc2ccccc12,85,-0.6,-10,-41,9,4,x,0,82,4
CC(=O)NC(NC(C)=O)c1ccc(N(C)C)cc1,95,-1.7,x,-12,1,-3,x,x,94,6
COc1cc(CNCc2ccccn2)ccc1OCC(=O)NC(C)(C)C,91,-2.3,6,-33,-4,3,7,-2,98,31*
Cc1cc(C(F)(F)F)nc(SCC(=O)NC2=NC(=O)C(C)S2)n1 (stereo not given),97,0.5,-7,-36,-1,0,-28,-2,91,6
O=C(c1ccc2c(c1)OCCO2)N1CCCCC1,101,-1.5,-13,-50,0,2,-12,-4,102,4
Cc1ccc(C(=O)Oc2ccc(C(=O)COC(=O)c3cnccn3)cc2)cc1,56,-0.5,-27,-30,2,4,-2,0,69,27
NC(=O)c1nn(-c2ccccc2)nc1NC(=O)CSc1nnnn1-c1ccc(Cl)cc1,83,-0.2,-3,-28,0,6,9,-3,86,7
O=C(/C=C/c1cccc([N+](=O)[O-])c1)NC1CC2CCC1C2 (stereo not given),96,-2.5,-6,2,1,-1,x,-6,91,14
CC[N+]1(CC)CC2=Cc3c(ccc4ccccc34)CC2C1 (stereo not given),95,-0.5,-5,-29,-16,1,-1,-1,92,7
Nc1nonc1-c1noc(-c2ccc(Br)o2)n1,93,-1.5,-10,-21,2,4,2,x,93,3
CC(C)(C)c1ccccc1OCCOCCSc1ncccn1,78,-1.9,-6,-31,-10,7,3,x,79,2
COc1ccc(CN2CCN(S(=O)(=O)c3ccc(C)cc3)CC2)cc1Br,76,0.1,-8,-45,-9,-3,-8,1,83,3

# Additional compounds.
SMILES,HCT116 PTEN-null,MRP1 act,Yeast life ext,Yeast growth inh,GALR2 antag,NPY Y2 blocker,E-sel TNF inh,Phagocytosis inh,HCT116 bCat-KO,Measles CPE
CC(C)c1onc(C(=O)N2C(C)CCCC2C)c1[N+](=O)[O-] (stereo not given),93,-3.9,8,-28,1,1,x,-5,106,8
Cn1cc([N+](=O)[O-])c(C(=O)Nc2ccc(Br)cn2)n1,1.4*,-0.3,-12,-22,5,1,54*,x,2.7*,6
CC1CCc2c(sc(Nc3nc4c(F)cccc4s3)c2C(N)=O)C1 (stereo not given),71,-2.8,-4,-14,26,-1,x,-6,80,16
CC(C)(C)n1nnnc1C(c1cccs1)N1CCN(Cc2ccccc2)CC1 (stereo not given),85,-0.9,-11,-1,1,6,14,-1,90,3
O=C(Nc1nnc(-c2ccc(Cl)cc2)o1)NC1CCCCC1,86,-0.3,16,-18,-6,3,-11,x,103,5
CC(c1ccco1)N(C(=O)c1ccccc1NS(=O)(=O)c1ccc(Cl)c([N+](=O)[O-])c1)c1ccccn1 (stereo not given),64,-6.0,40*,-25,7,2,9,-6,67,5
Cc1nc2ccccc2c(=O)n1NC(=O)c1ccco1,96,0.5,x,-41,15,6,-19,x,93,6
CCOC(=O)C1=C(C)OC(N)=C(C#N)C1c1cc(F)ccc1F (stereo not given),109,-0.7,-6,-28,11,5,5,-1,97,17
CCCCn1c(/C=N/Nc2nc3ccccc3[nH]2)nc2ccccc21,13,-4.3,-8,-35,-2,4,-26,-7,6,5
COc1ccc(CN2CCN(c3ccccn3)CC2)cc1OCc1ccccc1,74,-0.7,-5,-31,13,6,x,-3,72,18
NS(=O)(=O)c1ccc(CCNC(=O)Nc2ccc(Cl)c(Cl)c2)cc1,66,-2.3,-7,-58,-2,-4,x,-2,72,32
Cc1ccccc1OCCCSc1nc2ccccc2[nH]1,62,-0.1,-5,-5,-2,17*,x,-6,75,7
COC(=O)c1ccc(C(=O)OC)c(NC(=O)Oc2ccccc2)c1,85,1.0,-3,-37,-12,4,x,-3,98,6

# From PubChem
